EphA4 KYL inhibition: EphA4 ligand-binding antagonists – biochemical, colorimetric, mouse EphA4, primary screen (AID 689) | EphA4-AP binding to KYL peptide, pNPP A405; higher % means a stronger effect | one-dose inhibition, % at 10 µM; IC50 in µM for titrated hits | 62,000 compounds, 0.1% hits; in the data active means a potency from the dose series; inactive means the rest, 99 in 100 with inhibition below about 22%
An asterisk follows results filed as active; & = joins results of further samples.

EphA4 KYL inhibition	SMILES
-7%	CCCC1(C(=O)O)NC(c2ccccc2O)C2C(=O)N(c3cccc(Cl)c3)C(=O)C21 (stereo not drawn)
-12%	COc1ccc(OC)c(S(=O)(=O)N2CCN(C34CC5CC(CC(C5)C3)C4)CC2)c1
-6%	CC1CCCCN1C(=O)c1ccc(C(=O)N2CCCCC2C)cc1 (stereo not drawn)
2%	CCCc1cc(C(=O)NCC(C)C)no1
2%	O=C1CCCN1CCCn1cnc2c([nH]c3ccc(F)cc32)c1=O
-10%	Fc1ccc(COc2ccc(Br)cc2CNCc2ccncc2)cc1
-12%	Cc1cc(=O)oc2cc(NC(=O)CCC(=O)O)ccc12
4%	COC(=O)c1sc(N)c(C(=O)OC)c1CSc1nnnn1C
-4%	O=C(Cc1ccccc1)N1CCC(C(=O)N2CCN(c3ccc(F)cc3)CC2)CC1
-1%	Cc1ccc(C(=O)O)cc1S(=O)(=O)N1CCCC1
1%	CCc1cccc(C)c1NC(=O)c1cc(OC)c(OC)cc1[N+](=O)[O-]
-6%	COc1ccc(-n2nnnc2SCC(=O)Nc2ccc3c(c2)OCCO3)c(OC)c1
2%	C=CCNCCCCOc1c(Cl)cc(C)cc1Br
-8%	Cc1ccc(S(=O)(=O)N(Cc2ccccc2)c2ccccc2C(=O)NCc2ccccc2)cc1
-2%	Cc1cccc(C)c1NC(=O)C1NC(=O)CC1c1ccccc1 (stereo not drawn)
-15%	O=C(CCNS(=O)(=O)c1cccs1)NCc1ccco1
-7%	Cc1ccc(-n2nc3ccc(NC(=S)NC(=O)c4ccco4)cc3n2)cc1
3%	O=C(NCc1ccccc1)c1ccc(CN(c2ccccn2)S(=O)(=O)c2ccccc2)cc1
-9%	CCOC(=O)c1sc2nc(C)c3c(c2c1N)CC(C)(C)OC3
-15%	COCC(=O)NC1CCN(C(=O)NCc2ccccc2)CC1
-3%	CN1CCN(C2=C(Cl)C(=O)N(c3ccc(Br)cc3)C2=O)CC1
-4%	COc1ccccc1C1C2=C(COC2=O)Nc2cc3c(cc21)OCO3 (stereo not drawn)
-12%	COc1ccc2c(c1OC)CN(C)CCc1cc3c(cc1C(O)C2)OCO3 (stereo not drawn)
-7%	CCN1C(=O)/C(=C2/Sc3ccc(OC)cc3N2C)SC1=Nc1cccc(O)c1
-13%	CCc1ccc(NCCC(=O)c2ccc(Cl)cc2)cc1
-13%	COC(=O)c1ccc(NC(=O)C2CC2)o1
5%	O=C(NC1CCCCC1)c1ccc(S(=O)(=O)NCc2ccco2)cc1
8%	COc1ccccc1NC(=O)C(=O)NCCO
-8%	O=C(Nc1ccc(F)cc1Cl)c1ccc2c(=O)n3c(nc2c1)CCCCC3
-11%	C=CCOc1cccc(C2/C(=C(/O)c3ccc(Cl)cc3)C(=O)C(=O)N2CCN2CCOCC2)c1 (stereo not drawn)
-3%	CC(C)(C)NCc1cc2ccccc2[nH]c1=O
0%	O=C(NCCN1CCOCC1)c1cn(CCc2ccccc2)nn1

Part of the list above in order of number of heavy atoms, ascending:
EphA4 KYL inhibition	SMILES
-13%	COC(=O)c1ccc(NC(=O)C2CC2)o1
-3%	CC(C)(C)NCc1cc2ccccc2[nH]c1=O
-13%	CCc1ccc(NCCC(=O)c2ccc(Cl)cc2)cc1
0%	O=C(NCCN1CCOCC1)c1cn(CCc2ccccc2)nn1
5%	O=C(NC1CCCCC1)c1ccc(S(=O)(=O)NCc2ccco2)cc1
-8%	O=C(Nc1ccc(F)cc1Cl)c1ccc2c(=O)n3c(nc2c1)CCCCC3
-11%	C=CCOc1cccc(C2/C(=C(/O)c3ccc(Cl)cc3)C(=O)C(=O)N2CCN2CCOCC2)c1 (stereo not drawn)

Carrying on:
EphA4 KYL inhibition	SMILES
-10%	Cc1cccc(NC(=O)CCSc2nc(C)cc(C)n2)c1
-6%	CCOC(=O)c1cccc(NC(=O)c2cnc3ccccc3n2)c1
-9%	Cc1ccc(NC(=O)O/N=C2\CCCCC2c2ccc([N+](=O)[O-])cc2[N+](=O)[O-])cc1 (stereo not drawn)
-5%	CCNC(=S)NNC(=O)CCn1c2ccccc2c2ccccc21
-22%	COc1ccc(N2C(=O)CCC(C(=O)NCc3ccccn3)C2c2ccc(F)cc2)cc1 (stereo not drawn)
3%	CCCOc1ccc(/C(O)=C2/C(=O)C(=O)N(CCOC)C2c2cccnc2)cc1 (stereo not drawn)
-6%	Cc1ccc(CC2CC(=O)N(c3ccc(F)cc3)C2=O)cc1 (stereo not drawn)
-13%	CC(=O)c1ccc(OC(=O)C2c3ccccc3Oc3ccccc32)cc1
-5%	Cc1ccccc1N(CC(=O)NC1CCCC1)C(=O)CS(=O)CC(=O)Nc1ccc2c(c1)OCO2 (stereo not drawn)
-2%	CCCn1c(SCC(=O)N2CCN(c3ccc(OC)cc3)CC2)nc2c1c(=O)n(C)c(=O)n2C
-3%	Cc1ccc(-n2c(-c3ccccc3)cc(=O)nc2C)cc1
-1%	CC(=O)Cc1nsc(NC(=O)c2cc(-c3ccc(Cl)c(Cl)c3)oc2C)n1
14%	CN(C)/C=N/c1c(C#N)nnn1Cc1ccccc1
-1%	CC(C)(C)N1CC2([N+](=O)[O-])CN(C(C)(C)C)CC([N+](=O)[O-])(C1)C2
-6%	COc1ccccc1NC(=O)c1csc(-n2nc(C)cc2C(F)(F)F)n1
-4%	O=C(O)CSCC(=O)Nc1ccc(S(=O)(=O)N2CCCCC2)cc1
1%&-6%	Cc1ccc2c(c1)N(C(=O)c1ccco1)C(C)(C)c1ssc(=S)c1-2
-10%	Cc1ccc[n+](C(C)C(=O)Nc2ccc(C)c([N+](=O)[O-])c2)c1 (stereo not drawn)
-7%	COc1ccc(CN(C(=O)c2ccc3c(c2)OCCO3)C(C(=O)NC2CCCCC2)c2ccc3ncccc3c2)cc1 (stereo not drawn)
-8%	CCCS(=O)(=O)n1nc(-c2ccccc2)cc1N
-8%	Cc1ccc(C(=O)NCc2ccco2)cc1S(=O)(=O)N1CCCCC1
-23%	Cc1ccc(N/C(SCc2ccccc2C)=C(/C#N)C(=O)NCc2ccco2)cc1C
4%	CCOc1ccccc1NC(=O)c1cc2cc([N+](=O)[O-])ccc2oc1=O
-21%	COC(=O)c1ccc2c(=O)n(CCCCCC(=O)NCc3ccc4c(c3)OCO4)c(=O)[nH]c2c1

The last five compounds of the section above are carried over, then new ones follow:
EphA4 KYL inhibition	SMILES
-8%	CCCS(=O)(=O)n1nc(-c2ccccc2)cc1N
-8%	Cc1ccc(C(=O)NCc2ccco2)cc1S(=O)(=O)N1CCCCC1
-23%	Cc1ccc(N/C(SCc2ccccc2C)=C(/C#N)C(=O)NCc2ccco2)cc1C
4%	CCOc1ccccc1NC(=O)c1cc2cc([N+](=O)[O-])ccc2oc1=O
-21%	COC(=O)c1ccc2c(=O)n(CCCCCC(=O)NCc3ccc4c(c3)OCO4)c(=O)[nH]c2c1
-34%	COC(=O)c1c(NC(=O)CSc2n[nH]c(N)n2)sc(C)c1C
-12%	Cc1ccc(CC2(O)CC(C)N(C)CC2C)c(C)c1 (stereo not drawn)
-8%	COc1cc(Br)c(C2C3=C(CC(C)(C)CC3=O)OC3=C2C(=O)CC(C)(C)C3)cc1OC
-3%	Cc1onc(-c2c(F)cccc2Cl)c1C(=O)Nc1cccc2nsnc12
-18%	CN(C)S(=O)(=O)c1ccc(NC(=O)Cn2c(-c3ccccc3)noc2=O)cc1
8%	CCCCCCn1c(SCCC)nc2c1c(=O)[nH]c(=O)n2C
-10%	c1ccc(-c2ccc(-c3cn4c(n3)CCC4)cc2)cc1
-12%	O=C(COc1ccc(/C=N/NS(=O)(=O)c2ccccc2)cc1)Nc1ccc(F)cc1
-9%	Cn1c(-c2ccccc2)cc2c3no[n+]([O-])c3ccc21
-10%	CCN1CCN(c2nc3c(C)cccn3c(=O)c2/C=C(\C#N)S(=O)(=O)c2ccc(C)cc2)CC1
-10%	Cc1nc([N+](=O)[O-])c(Br)n1CC(=O)c1ccc(Cl)cc1
-5%	CCOC(=O)c1c(C)oc2ccc(OCC(=O)c3ccc(Br)cc3)cc12
-11%&-10%	CCOC(=O)c1ccc(-n2c(-c3ccco3)nc3ccccc3c2=O)cc1
-28%	COc1ccc(NC(=O)c2oc3ccccc3c2NC(=O)COc2ccccc2OC)c(OC)c1
5%	CCCC1=C(C(=O)OCC)C(c2cccs2)C(C#N)=C(N)O1 (stereo not drawn)
-12%	CC(C)Cc1nnc(NC(=O)CCN2C(=O)c3ccccc3C2=O)s1
-7%	CCOC(=O)c1nnn(-c2nonc2N)c1-c1cccs1
-10%	Cc1ccc(NC(=O)c2oc3ccccc3c2NC(=O)c2ccc3c(c2)OCO3)cc1
-6%	O=C(CSCCc1ccccn1)Nc1ccc(Br)cn1
-6%	COc1cc(OC)cc(-c2nc(-c3ccc(Br)cc3)no2)c1
20%	CCCSc1nc(C)c(-c2csc(C(C#N)=C3CCCC3)n2)cc1C#N
-3%	O=C(NCCc1cccc(Cl)c1)c1cccc([N+](=O)[O-])c1
-3%	Cc1ccnc(N2C(=O)c3ccccc3C2Nc2ccc3c(c2)OCCO3)c1 (stereo not drawn)
-9%	COc1ccc(Cl)cc1C(=O)Nc1nc(-c2ccc(Cl)cc2Cl)cs1
-2%	O=C(Nc1cc(Cl)ccc1Oc1ccccc1)c1cnccn1
-4%	COc1ccc(C(=O)Nc2ccc(N3CCOCC3)cc2)cc1OC
-7%	COC(=O)C1=CN(CCCN2CCCC2=O)C=C(C(=O)OC)C1c1ccccc1C(F)(F)F
38%	Cc1nc2nc(C)c(CCC(=O)O)c(C)n2n1
-2%	COC(=O)C(NC(=O)c1ccccc1)=C1CCCCC1
10%	COc1ccc(OC)c(NC(=O)CN2C(=O)c3ccccc3S2(=O)=O)c1
-11%	COc1ccc(NC(=O)c2sc(=S)[nH]c2N)cc1
-17%	O=S(=O)(/C=C/c1ccccc1)Oc1ccccc1
-1%	CCOC(=O)c1cnc2cc(-c3cccc(F)c3)[nH]n2c1=O
-16%	Cc1ccccc1C(C(=O)NC1CCCC1)N(C(=O)Cc1cccs1)c1ccc2c(c1)OCCO2 (stereo not drawn)
3%	COc1ccc(C2C(C#N)=C(N)N3C(=C2C#N)Sc2ccccc23)cc1 (stereo not drawn)
-6%	COc1ccc(CCNC(=O)C2CC(=O)N(C3CCCCCCC3)C2)cc1OC (stereo not drawn)
-16%	CC(=O)N(NC(=O)c1ccccc1Cl)C1CC(=O)N(c2ccc(C)cc2)C1=O (stereo not drawn)
-8%	O=C(COC(=O)COc1ccccc1)Nc1ccc(OC(F)(F)F)cc1
-6%	CCCn1c(N)c(N2CCCCC2)c(=O)n(CC(=O)Nc2ccccc2C)c1=O
0%	CC(=O)Nc1cc(S(=O)(=O)Nc2ccccc2)c(C)cc1C
-24%	CC(C)CC(=O)N1CCN(C(=O)c2cccc(F)c2)CC1
-9%	O=C(/C=C/c1ccc(Cl)cc1Cl)NCCN1CCOCC1
-10%	O=C(NC(=S)NCc1ccccc1)C1CCCCC1
-8%	O=c1c(Cl)nc2cc(Cl)ccc2n1CCNc1ncc(C(F)(F)F)cc1Cl
-24%	Cc1cccc(N/C(N)=N/c2nc(C)cc(C)n2)c1
-3%	Cc1cc(-c2nnc(SCc3cccnc3)o2)no1
-8%	Cc1ccc(NC(=O)NC2CCN(CC(=O)Nc3nccs3)CC2)cc1
-9%	COc1cccc(Nc2nc(CC(C)=O)ns2)c1
21%	Cc1ccc(C2=[N+]([O-])C(C)(C)CC2)cc1
-7%	COc1cccc(C2=NOC(C(=O)NCC3CCCO3)C2)c1 (stereo not drawn)
1%	Cc1cccn2c(=O)c3cc(C#N)c(=O)n(CC4CCCO4)c3nc12 (stereo not drawn)
-7%	COc1ccc(NC(=S)NCCc2ccc(Cl)cc2)c(OC)c1
-3%	O=[N+]([O-])c1ccc(/C(=N/O)c2ccncc2)cc1
25%	CCC(=O)Nc1ccc(C(=O)CSc2nnc(CNc3ccc(Cl)cc3)o2)cc1OC
-6%	O=C(NCCCN1CCOCC1)c1ccc(S(=O)(=O)N2CCOCC2)cc1
3%	O=C(OCCCN1CCCCC1)c1ccc(O)cc1

(continued)
EphA4 KYL inhibition	SMILES
-15%	CS(=O)(=O)N1CCN(C(=O)c2cc(-c3ccccc3)nc3ccccc23)CC1
-19%	O=C(NNC(=S)NC(=O)c1cccnc1)c1ccc(Cl)cc1
-14%	CCOc1ncccc1C(=O)OCC(=O)Nc1cc(C)ccc1C
-13%	O=C(O)C(c1ccccc1)C(C(=O)O)c1ccccc1 (stereo not drawn)
-11%	CCCN1C2CCCC1CC(NC(=O)c1ccccc1OCC)C2 (stereo not drawn)
1%	CCCc1nnc(NC(=O)C(CC)OC(=O)c2cc(C)nc3ccccc23)s1 (stereo not drawn)
-8%	CCN(CC)c1ccc(NC(=O)CCN2C(=O)c3ccccc3C2=O)cc1
-15%	Cc1ccc(NC(=S)N2CCC(N(C)CC3CCCO3)CC2)c(C)c1 (stereo not drawn)
-1%	COc1ccc(Br)cc1/C=C1/SC(=S)N(c2cccc(C(F)(F)F)c2)C1=O
-8%	COc1cccc(/C=C2/SC(=S)N(CCC(=O)Nc3nnc(C)s3)C2=O)c1
-15%	COC(=O)c1ccc(CSCC(=O)Nc2cc(OC)cc(OC)c2)o1
-11%	Cc1cccc(OCCCC(=O)Nc2ccc(N3CCCCC3)cc2)c1C
25%	COc1ccc(C2C(C(C)=O)=C(C)N=c3s/c(=C\c4cc(C)n(C)c4C)c(=O)n32)c(OC)c1 (stereo not drawn)
7%	C=CCOc1ccc(/C=C2\SC(=S)N(C)C2=O)cc1OC
-1%	COc1cc(C=O)ccc1OCCOCCOc1ccc(Cl)cc1
-5%	O=C(NCc1cccs1)C1CCN(c2nccs2)CC1
-6%	O=C(CSc1nnc(Cc2cccs2)n1Cc1ccco1)Nc1ccc(Cl)cc1Cl
-5%	O=C(OCC(=O)N1CCN(C(=O)c2ccco2)CC1)c1ccccc1C(=O)c1ccc(Cl)cc1
-13%	Cc1cc(NC(=O)c2noc3c2CCCC3)nn1Cc1ccc(Cl)cc1
-5%	CCOc1ccccc1N1CC(C(=O)N2CCc3ccccc32)CC1=O (stereo not drawn)

Assay outcomes: PubChem BioAssay, Sanford-Burnham Center for Chemical Genomics

Only part of the results is shown; count on the stated rates, not on these rows.
